dFosB act: activators of mouse delta FosB homodimer; P13346; purified delta FosB, TAMRA-CDK5 oligo fluorescence polarization; percent of positive-control signal above neutral wells; activation, % at 25 µM; actives 0.99% (n = 340,000); AID 493131;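 active = mean activation above about 17%, with every replicate also reaching it, limit read from the data, passing the limit was not always enough; inconclusive = only one of the two conditions met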;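 note: fluorescence polarization rise as delta FosB binds a TAMRA Cdk5 AP-1 oligo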
cardiac RTF act: increases calcium sensitivity of human cardiac regulated thin filaments. P19429+P45379. IANBD-labeled TnC RTF fluorescence at EC20 calcium; 0% EC20 calcium, 100% full calcium. activation, % at 7.2 µM. actives 0.24% (n = 340,000). AID 493008;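 active = activation above the mean over all tested compounds plus 3 SD, cut at about 30% in these data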;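 note: rise in fluorescence read as greater calcium sensitivity of cardiac thin filaments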
PvdQ inh: blocks Pseudomonas aeruginosa PvdQ acylase activity | inhibition, % at 10 µM | actives 0.063% (n = 340,000) | purified PvdQ acylase, fluorescence plate reader; in the data active = inhibition above about 30%, passing the limit was not always enough; inconclusive = no clear call, values can overlap the other calls;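 note: 0% = vehicle neutral wells and 100% = reference inhibitor wells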
Wnt act: activators of Wnt/beta-catenin signaling; activation, % at 9.35 µM; Wnt/beta-catenin reporter cell assay, activator, plate reader; AID 743398; actives 1.2% (n = 300,000); in the data active = activation above about 30%, passing the limit was not always enough; inconclusive = no clear call, values can overlap the other calls;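 note: 0% = neutral control wells and 100% = positive control wells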
SR-BI HDL uptake: inhibitors of mouse SR-BI mediated HDL lipid uptake | Q61009 | inhibition, % at 12.5 µM | ldlA[mSR-BI] CHO cells, DiI-HDL uptake fluorescence, 3 h | AID 488896 | actives 0.96% (n = 320,000);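 active = mean replicate inhibition of at least 70% and a set share of replicates each scoring 70 or more; inconclusive = meets just one of the two criteria; inactive = fails both criteria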;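 note: 0% = median of neutral control wells and 100% = median of positive control wells; values of inactives mirror those of a sister screen read the other way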
SR-BI uptake up: SR-BI HDL lipid transfer activation | CHO ldlA[mSR-BI] cells, DiI-HDL uptake fluorescence, 3 h; 100 = double the neutral-control signal | activation, % at 12.5 µM | actives 0.096% (n = 320,000);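 active = mean replicate activation of at least 60% and every replicate at or above 60%; inconclusive = mean or all-replicate condition met, but not both; inactive = mean below 60% and not all replicates reaching 60%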;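 note: 0% = median plate neutral-control signal and 100% = twice that signal; values of inactives mirror those of a sister screen read the other way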
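Test system: SR-BI-overexpressing, LDLR-lacking CHO cells; Also added: labelled HDL, 10 µg/mL; Measured by: bottom-read cell fluorescence after medium removal, ex 550/em 595 nm; Timing: 3 h uptake period with compound, 37 °C; Buffer or medium: F12, 0.5% BSA, 25 mM HEPES; Doses: single compound concentration, delivered by pin transfer.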
HTR5A ag ctr: counter-screen for OPRM1-OPRD1 agonists: human HTR5A agonism; AID 504692; P47898; activation, % at 9.3 µM; actives 0.61% (n = 340,000); HTR5A agonist assay, luminescence, cell-based; in the data active = activation mostly above about 9.5%, no sharp cut-off; inactive = mostly below about 7.6%;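 note: 0% = cells with vehicle only and 100% = reference agonist; strong numbers were not always called active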
Target sequence (P47898 whole entry, looked up): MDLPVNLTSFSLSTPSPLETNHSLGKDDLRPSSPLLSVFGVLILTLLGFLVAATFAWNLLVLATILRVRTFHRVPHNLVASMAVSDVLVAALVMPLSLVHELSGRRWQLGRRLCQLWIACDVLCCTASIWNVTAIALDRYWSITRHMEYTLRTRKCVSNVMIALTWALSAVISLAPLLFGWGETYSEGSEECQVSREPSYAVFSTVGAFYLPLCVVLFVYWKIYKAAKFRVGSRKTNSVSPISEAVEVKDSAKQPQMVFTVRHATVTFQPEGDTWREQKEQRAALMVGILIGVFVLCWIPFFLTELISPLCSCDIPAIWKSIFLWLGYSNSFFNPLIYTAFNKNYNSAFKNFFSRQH
CDK5 inh: blocks human CDK5/p35 kinase activity; Recombinant CDK5/p35, ADP-Glo luminescence, 60 min; actives 0.01% (n = 330,000); inhibition, % at 10 µM; Q00535+Q15078;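 active = highest replicate inhibition of at least 50% and at least 75% of replicates reaching 50%; inconclusive = only one of the two criteria met; inactive = both criteria failed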;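 note: plate controls were DMSO neutral control for no effect and GW8510 at 10 µM for full effect; many of its hits are not listed in these tables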
Target sequence (Q00535 whole entry, looked up): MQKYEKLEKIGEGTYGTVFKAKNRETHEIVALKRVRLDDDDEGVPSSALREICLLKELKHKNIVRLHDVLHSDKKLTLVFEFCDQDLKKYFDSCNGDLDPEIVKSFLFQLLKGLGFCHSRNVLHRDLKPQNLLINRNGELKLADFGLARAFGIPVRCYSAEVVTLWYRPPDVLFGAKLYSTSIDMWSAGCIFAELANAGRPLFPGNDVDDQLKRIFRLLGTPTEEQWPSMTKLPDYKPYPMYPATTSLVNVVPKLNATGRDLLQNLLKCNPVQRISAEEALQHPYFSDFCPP
Target sequence (Q15078 whole entry, looked up): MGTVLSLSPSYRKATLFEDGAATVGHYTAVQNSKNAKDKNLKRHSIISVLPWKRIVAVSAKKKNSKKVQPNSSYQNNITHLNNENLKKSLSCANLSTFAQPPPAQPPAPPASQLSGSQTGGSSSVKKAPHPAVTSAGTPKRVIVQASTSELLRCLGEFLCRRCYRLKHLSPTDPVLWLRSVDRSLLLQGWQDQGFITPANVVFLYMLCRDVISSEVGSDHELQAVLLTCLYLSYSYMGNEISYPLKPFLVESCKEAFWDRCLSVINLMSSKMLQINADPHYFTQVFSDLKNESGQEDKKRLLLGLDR
MITF TRPM1 HTS: MITF TRPM1 promoter activation in melanoma cells; SK-MEL-5 TRPM1-promoter luciferase, 24 h; % of positive control, neutral wells = 0; activation, % at 12.5 µM; actives 0.75% (n = 300,000); AID 588334;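 active = mean activation of at least 80% with every replicate also reaching 80%; inconclusive = mean reaches 80% but some replicate falls short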;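 note: 0% = neutral control wells and 100% = parthenolide positive control wells; values of inactives mirror those of a sister screen read the other way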
Rtt109 HAT inh: C. albicans Rtt109 histone acetyltransferase inhibition | AID 540336 | inhibition, % at 34.9 µM | actives 0.16% (n = 330,000) | Q5AAJ8 | purified Rtt109/Vps75, ThioGlo CoA-SH fluorescence, 4 h;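 active = inhibition of at least 50% in every replicate; inconclusive = best replicate reaches 50% inhibition but some replicates fall short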
* marks the source's active call; other numbers are inactive results; u = inconclusive; x = not tested or not shown.

SMILES	dFosB act	cardiac RTF act	PvdQ inh	Wnt act	SR-BI HDL uptake	SR-BI uptake up	HTR5A ag ctr	CDK5 inh	MITF TRPM1 HTS	Rtt109 HAT inh
CCOc1ccc(NS(=O)(=O)c2ccc3[nH]c(=O)cc(C(=O)O)c3c2)cc1	7	-6	-14	-4	-32	32	-1	-1.1	19	x
C=CCN1C(=O)C(CC(=O)O)SC1=Nc1ccc(N=Nc2ccccc2)cc1 (stereo not given)	-7	-4	18	0	x	x	3	2.0	-10	47
Cc1nonc1NC(=O)CSc1nc2ccccc2cc1C#N	6	-3	-7	24	x	x	-1	-0.8	39	1
CC(=O)c1c(C)oc2c1C(=O)c1ccccc1C2=O	-2	-1	-21	x	7	-7	-2	-0.8	-78	-9
C=C(C)c1cccc(C(C)(C)NC(=O)Nc2ccc(OC)nc2)c1	-4	4	-1	0	-9	9	2	0.5	0	-5
O=C(Nc1ccccc1O)c1ccc(NC(=O)C2CC2)cc1	-2	11	-5	68*	28	-28	4	-1.8	49	1
CSCC[C@H](NC(=O)COc1ccc(Cl)cc1Cl)c1nc2ccccc2[nH]1	-7	11	-9	-3	38	-38	6	-0.9	-9	4
Cc1cccc(C)c1OCC(=O)NNC(=S)NC(=O)C1CC1	-4	2	-8	-3	2	-2	-6	-0.7	-8	-3
O=C(CSc1nc2ccccc2c(=O)n1-c1ccccc1)N1CCCC1	-1	-4	-10	x	-14	14	1	0.2	x	8
O=[N+]([O-])c1ccc(OC(F)F)c(/C=N/n2cnnc2)c1	-16	1	-6	-1	x	x	2	1.7	2	-2
CCCCSc1ccc2nc(-c3ccc(C#N)cc3)cn2c1	-11	-3	-9	x	45	-45	0	-1.5	6	4
COc1ccc(CNC(=O)CCn2c(C)csc2=O)cc1	3	0	-14	-4	-21	21	-2	-1.3	0	-10
O=C(NC1CC2CCCC(C1)N2C(=O)Nc1ccc(F)cc1)c1ccccc1 (stereo not given)	-2	-3	-9	1	x	x	3	0.9	x	4
C=CCOc1ccc(/C=C/C(=O)OCc2csc(CC(=O)Nc3ccccc3C)n2)cc1	-4	1	-6	-2	31	-31	20*	2.8	x	-3
CC(=O)c1ccc(NC(=O)/C(=C\c2ccco2)NC(=O)c2ccco2)cc1	-6	-3	-3	3	-19	19	4	-0.5	10	10
CS(=O)(=O)c1ccc(C(=O)OCC(=O)c2ccc(Cl)s2)cc1	3	-4	-25	-1	18	-18	-2	-9.2	6	1
O=C(Nc1ccc(Cl)cn1)Nc1cccs1	-3	-6	1	x	-8	8	-1	0.6	61	2
Cn1cc(C(=O)C(F)(F)F)c2ccccc21	-6	-2	-14	x	-7	7	-2	-0.7	-2	1
CC(=O)NC(NC(C)=O)c1ccc(Br)cc1	-4	4	4	0	-10	10	4	0.8	4	u
O=[N+]([O-])c1ccc(C=NNC(=S)Nc2ccc(F)cc2)cc1	-1	-1	-11	-1	-5	5	4	1.7	2	-5
O=C(CSc1ccc(-c2ccc(F)cc2)nn1)N1CCN(c2ccccc2)CC1	1	-5	-3	2	-26	26	1	0.1	-8	1
COc1ccccc1CNC(=O)c1ccc2c(c1)OCO2	2	4	6	0	x	x	3	-0.6	-5	-3
CC(=O)Nc1ccc(S(=O)(=O)NCc2cc(=O)n(C)c(=O)n2C)cc1	0	-2	-5	-2	-17	17	-2	x	-1	-1
O=C(c1cc(COc2ccc(F)cc2Cl)on1)N(Cc1ccncc1)CC1CCCO1 (stereo not given)	-12	0	-5	-5	27	-27	1	-11	11	-4
S=c1[nH]nc(COc2ccccc2)n1-c1ccc(Cl)cc1	2	-5	-6	-1	5	-5	-5	1.2	x	-4
COc1ccc(N(C(=O)Cn2nnc(-c3ccc(C)o3)n2)C(C(=O)NC2CCCC2)c2ccncc2)cc1 (stereo not given)	-1	1	-15	0	-13	13	-6	-6.4	1	-17
CC(C)(C)OC(=O)N1CCC(Cc2cc(-c3cccc(Br)c3)no2)(C(=O)O)CC1	-2	-1	-10	2	1	-1	-3	-0.9	3	5
CCCNS(=O)(=O)c1cccc2cccnc12	4	-2	-4	-1	-14	14	1	-0.2	0	-9
N=c1c(C(=O)NC2CCCCC2)cc2c(=O)n3ccccc3nc2n1Cc1ccccc1	-8	0	-9	-4	2	-2	-6	-0.5	20	0
Fc1ccc(-n2c(Cc3cccs3)n[nH]c2=S)cc1Cl	-2	2	-16	-2	-32	32	3	1.1	-10	-10
COC(=O)c1ccccc1NC(=O)CSc1nc(N)cc(N)n1	-8	6	3	-1	-3	3	3	1.3	6	1
O=C(OC(C(=O)NCc1cccs1)c1ccccc1F)c1ccco1 (stereo not given)	1	1	-9	-4	-9	9	1	-1.4	x	-1
CCCCNC(=O)CCC(=O)Nc1ccc2nc(N3CCC(C)CC3)cc(C)c2c1	-18	-3	-9	11	x	x	-1	-2.7	23	-3
CCOC(=O)/C=C/[C@H]1CCc2cccc(Cl)c2O1	-3	-1	1	-1	-2	2	0	0.8	-18	-1
CN1C(=O)CC(C(=O)O)SC1=Nc1ccc(F)cc1 (stereo not given)	-1	6	-9	-2	-16	16	-6	2.5	-13	-5
CC1CCCC(C)N1C(=O)COC(=O)c1cccs1 (stereo not given)	0	-1	-5	-3	-19	19	-1	0.6	20	-2
COc1ccc(C(=O)Nc2ccc3cn[nH]c3c2)c(OC)c1	0	9	7	10	-13	13	-4	0.2	0	12
CC(CC(=O)OCC(=O)Nc1ccc2[nH]c(=O)[nH]c2c1)c1ccccc1 (stereo not given)	-4	-6	-4	0	-14	14	-2	1.8	3	10
COc1cc2c(cc1OC)/C(=C/C(=O)c1ccc(C)cc1)NCC2	-8	-6	4	-1	14	-14	-3	-0.2	22	1
Cn1cc(Br)c(-c2cccc(N3C(=O)CC(C)(C)CC3=O)c2)n1	1	-3	-6	1	-11	11	1	-0.3	0	-4
Cc1cccc(C(=O)NCCC(=O)NCc2ccccc2F)c1	1	0	-10	2	-18	18	3	-0.3	-10	-7
CCN(C(=O)COC(=O)c1cc(S(=O)(=O)Nc2c(C)n(C)n(-c3ccccc3)c2=O)ccc1Cl)C1CCCCC1	-10	5	-5	-2	-8	8	0	-6.6	6	9
CCOc1cc(C2C(C#N)=C(N)Oc3cc(N)ccc32)ccc1O (stereo not given)	-10	2	-17	0	-9	9	-2	-0.5	x	-5
COc1ccc(OC)c(CNS(=O)(=O)c2c(C)nc3scc(C)n3c2=O)c1	-2	-3	3	-2	2	-2	4	0.7	-1	-3
CC(C)C(c1nnnn1Cc1cccs1)N1CCN(c2ccccc2)CC1 (stereo not given)	-4	-3	0	-16	37	-37	-4	0.5	-10	5
Cn1c(SCC(=O)NCc2ccccc2)nnc1-c1ccc(NC(=O)CCc2ccccc2)cc1	4	-4	2	-3	41	-41	-2	-1.9	-14	3
O=C(NCCCN1CCc2ccccc2C1)Nc1ccc(Br)cc1	-13	4	-7	3	-12	12	2	-1.0	-9	9
CCn1c(=O)cc(OCC(=O)Nc2cccnc2)c2ccccc21	-14	2	-5	x	-4	4	1	1.2	x	-8
O=C(C1CCCN(S(=O)(=O)c2ccc(Br)s2)C1)N1CCN(c2ccccc2)CC1 (stereo not given)	-8	-2	-2	-2	17	-17	5	0.3	-11	5
N/C(=N\OC(=O)Nc1ccccc1)c1ccno1	-3	x	-3	3	-5	5	x	-1.1	x	8
Next section.
SMILES	dFosB act	cardiac RTF act	PvdQ inh	Wnt act	SR-BI HDL uptake	SR-BI uptake up	HTR5A ag ctr	CDK5 inh	MITF TRPM1 HTS	Rtt109 HAT inh
O=C(COC(=O)c1ccc2c(=O)n3c(nc2c1)CCC3)NC1CCS(=O)(=O)C1 (stereo not given)	-1	-1	7	-1	16	-16	5	-1.1	15	5
CC1=N/C(=C/c2ccco2)C(=O)O1	0	-1	-10	-1	-25	25	0	-1.3	-13	14
COc1ccc(C2/C(=C(/O)c3ccc4c(c3)CC(C)O4)C(=O)C(=O)N2CCN2CCOCC2)cc1OC (stereo not given)	0	0	-11	0	-28	28	1	-2.0	-1	10
Cc1[nH]c2ccc(OCc3ccccc3)cc2c1CCN1C(=O)OC(C)(C)C1(C)O (stereo not given)	-12	-1	7	-3	7	-7	-1	0.7	x	5
COc1ccc(OC)c(S(=O)(=O)N2CCC(NC(=O)c3ccccc3)CC2)c1	-1	0	-2	1	-7	7	1	1.2	3	-1
Cc1ccc(NS(=O)(=O)c2ccc(CCC(=O)N3CCOCC3)cc2)cc1	2	0	7	-1	-17	17	-2	-0.7	-2	-10
CCc1nc(Nc2ccc(F)cc2)c2oc3ccccc3c2n1	1	-3	-16	0	42	-42	3	0.5	16	-4
O=c1[nH]cc(S(=O)(=O)N2CCN(c3cccc(C(F)(F)F)c3)CC2)c(=O)[nH]1	9	-8	-8	0	-59	59	2	-0.9	1	2
COc1ccc(N(C(=O)c2ccco2)C(C(=O)NC2CCCCC2)c2cccs2)cc1OC (stereo not given)	-1	0	-18	-2	-21	21	6	-0.4	-2	1
COc1ccc(CN2C(=O)C(C)Nc3ncnc(N4CCN(c5ccccn5)CC4)c32)cc1 (stereo not given)	-5	2	-1	-2	-24	24	-22	-0.9	-21	4
COc1ccc2nc(-c3ccc(N)cc3)[nH]c2c1	2	-1	-16	69*	1	-1	-2	3.8	-30	12
Cc1cccc(C)c1OCc1n[nH]c(=S)n1N	-4	7	6	-1	4	-4	4	0.5	12	5
CC(=O)C1=C(O)C(=O)N(c2ccc(O)cc2)C1c1ccccc1F (stereo not given)	10	-1	2	1	-17	17	-4	-0.8	-3	4
Cc1cccc2cc(C#N)c(NCCNS(=O)(=O)c3ccccc3)nc12	-18	3	-7	-1	-22	22	2	0.9	13	-1
CCOc1cc(NC(=S)NC)c(OCC)cc1NC(=O)c1cccs1	3	-1	-8	0	x	x	0	1.6	4	1
Cc1cc(C)nc(N2CCC(C(=O)NNC(=O)c3ccc(Cl)cc3)CC2)n1	10	-1	-1	4	56	-56	-4	-0.8	0	0
Nc1nnc(-c2ccco2)s1	8	-4	-1	x	-24	24	5	0.2	0	-9
COC(=O)c1ccc(C)c(N(CCO)CCO)c1	2	-6	-11	x	-18	18	2	0.5	11	-13
Cc1ccc(CNC(=O)CCS(=O)(=O)c2ccc3c(c2)CC(C)N3C(=O)C2CC2)cc1 (stereo not given)	-5	-6	-19	3	-7	7	-3	x	-29	-4
Cc1cc2sc3ccc(C#CC4(O)CCCCC4)cc3c(=O)c2cc1C	-8	1	-12	-23	-5	5	1	-0.6	-96	0
Cc1ccc(C)c(NC(=O)CN(C)C(=O)C2CCCC2)c1	-2	2	-13	-1	-7	7	3	-4.0	0	-4

High-throughput results (PubChem)
